FBW7 act: FBW7 E3 ligase activators, primary screen, biochemical, AlphaScreen, human | F-box/WD repeat-containing protein 7 (Homo sapiens), Q969H0 | AlphaScreen FBW7–phospho-cyclin E peptide binding, activator screen | normalized activity (activation), % at 26.1 µM | 650,000 tested, 0.13% active | AID 1259310, 2017; in the data active = normalized activity above about 1.9%;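 also: purified mutant Fbw7 with reduced substrate affinity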
Target sequence (Q969H0 whole entry, looked up): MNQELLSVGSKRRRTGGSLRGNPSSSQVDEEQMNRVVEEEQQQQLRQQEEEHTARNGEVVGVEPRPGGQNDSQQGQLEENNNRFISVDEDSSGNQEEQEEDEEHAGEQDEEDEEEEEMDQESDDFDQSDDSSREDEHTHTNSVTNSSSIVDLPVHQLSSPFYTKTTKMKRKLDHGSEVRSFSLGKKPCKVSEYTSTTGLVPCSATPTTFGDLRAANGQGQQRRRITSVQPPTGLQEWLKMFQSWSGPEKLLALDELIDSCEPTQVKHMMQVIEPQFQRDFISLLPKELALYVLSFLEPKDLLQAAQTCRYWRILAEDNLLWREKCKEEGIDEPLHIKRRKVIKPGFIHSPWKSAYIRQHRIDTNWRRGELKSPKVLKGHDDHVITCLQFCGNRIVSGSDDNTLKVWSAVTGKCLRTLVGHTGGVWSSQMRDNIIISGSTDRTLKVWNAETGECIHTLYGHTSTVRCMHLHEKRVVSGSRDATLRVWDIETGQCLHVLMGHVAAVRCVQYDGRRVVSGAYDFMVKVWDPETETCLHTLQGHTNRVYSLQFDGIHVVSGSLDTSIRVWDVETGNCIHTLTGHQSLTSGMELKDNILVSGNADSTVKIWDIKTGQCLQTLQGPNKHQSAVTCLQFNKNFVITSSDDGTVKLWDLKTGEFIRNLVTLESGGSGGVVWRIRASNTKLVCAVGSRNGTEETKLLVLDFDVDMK
TEAD-YAP block: TEAD-YAP interaction inhibition, primary screen, TEAD-YAP interaction inhibitor project, luminescence, HEK-TIYL cells | TEAD-Gal4/YAP UAS-luciferase luminescence | inhibition, % at 9.12 µM | 640,000 tested, 1.4% active; in the data active = inhibition above about 32%;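 also: 0% = median of test compound wells and 100% = reference inhibitor wells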
GPR151 activ: activators of human GPR151, primary screen, cell-based, PathHunter beta-arrestin, luminescence | G-protein coupled receptor 151 (Homo sapiens), Q8TDV0 | PathHunter beta-arrestin GPR151 cells | activation, % at 11.2 µM | 650,000 tested, 1% active | AID 1508602, 2020; in the data active = activation above about 4.9%;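 also: 0% = median of compound wells and 100% = cells with positive control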
Target sequence (Q8TDV0 whole entry, looked up): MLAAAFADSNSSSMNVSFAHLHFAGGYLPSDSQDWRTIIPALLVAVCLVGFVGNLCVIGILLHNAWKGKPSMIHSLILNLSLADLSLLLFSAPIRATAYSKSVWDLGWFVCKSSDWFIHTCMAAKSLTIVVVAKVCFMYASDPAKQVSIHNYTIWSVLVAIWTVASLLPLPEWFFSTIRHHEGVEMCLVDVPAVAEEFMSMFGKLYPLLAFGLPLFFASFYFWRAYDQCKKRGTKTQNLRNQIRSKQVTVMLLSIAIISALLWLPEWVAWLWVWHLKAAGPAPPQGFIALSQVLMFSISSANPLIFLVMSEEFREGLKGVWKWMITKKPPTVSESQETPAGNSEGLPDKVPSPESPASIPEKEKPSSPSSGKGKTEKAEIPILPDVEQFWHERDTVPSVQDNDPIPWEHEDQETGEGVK
MITF inh: MITF inhibitors, primary screen, biochemical, AlphaScreen, human. Microphthalmia-associated transcription factor (Homo sapiens), O75030. 650,000 tested, 0.91% active. AlphaScreen MITF homodimerization, bead proximity signal. inhibition, % at 2.6 µM; in the data active = inhibition above about 50%;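 also: 0% = vehicle wells with protein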
* marks the source's active call; other numbers are inactive results; / = no result given.

SMILES	FBW7 act	TEAD-YAP block	GPR151 activ	MITF inh
Cc1cc2c(c(=O)n1Cc1ccccc1)C(c1ccc3c(c1)OCO3)C(C#N)=C(N)O2 (configuration not stated)	0.1	7.3	0.8	4.6
CCOC(=O)c1c(-c2ccccc2)oc2ccc(OCC)cc12	0.1	-0.8	-0.5	-5.2
O=C(Nc1cccc(F)c1)N1CCC(CO)(Cc2ccccc2Cl)CC1	0.2	-8.7	2.4	-14.6
CCNc1nc(-c2ccc(OC)cc2)cs1	0.0	-53.8	1.3	1.0
Cc1ccc(C(=O)NC(NC(=O)c2ccccc2)C(Cl)Cl)cc1 (configuration not stated)	0.0	2.7	-1.2	-0.2
COc1cc(OC)c(N(C)C(=O)Cn2ncc3c2-c2cc(C)ccc2OC3)cc1Cl	-0.1	1.2	0.1	-1.5
CCOC(=O)c1c(CN2CCCCC2)n(-c2ccccc2)c2cc(Br)c(O)cc12	0.1	-3.1	1.2	2.7
c1cncc(CNc2nc(Nc3ccc4c(c3)OCO4)c3ncn(C4CCCCC4)c3n2)c1	0.0	-7.7	-1.4	-11.6
CCCS(=O)(=O)c1c(S(=O)(=O)CCC)c2c3ccccc3ccn2c1C(=O)c1ccccc1	-0.1	13.0	2.0	6.4
CCN(N)c1nc(Cl)cc(C)c1C#N	0.1	10.9	-0.1	-4.5
O=C(CSc1nnc(-c2ccccc2Cl)o1)c1ccccc1	0.2	-59.5	0.9	11.9
COc1cc(C(=O)O/N=C2/C=CC(=O)C(C)=C2C)cc(OC)c1OC	0.2	1.5	1.7	11.6
CN(C)c1ccc(/C=C/C(=O)c2cccs2)cc1	0.6	-48.2	0.2	-39.9
CCOc1ccc(S(=O)(=O)Nc2cccc(CC)c2)c2cccnc12	0.2	-4.8	-0.4	3.6
C/C(=N\NC(=O)c1ccccc1O)c1cccc(NC(=O)c2ccccc2)c1	-0.2	-33.2	-2.1	13.8
O=C1O/C(=C\c2c[nH]c3ccccc23)c2ccccc21	1.3	-11.3	-0.6	8.6
O=C(NCc1ccccc1)/C(=C/c1ccco1)NC(=O)c1cccc(Br)c1	-0.1	8.5	4.0	-5.3
Cc1c(C(=O)c2ccc(Cl)cc2)oc2ccc(NC(=O)c3cccnc3)cc12	0.1	-10.2	-2.3	11.2
O=C(Nc1ccc2c(c1)CN(C(=O)c1ccco1)CC2)c1ccc(F)c(F)c1	-0.1	-12.6	1.3	-1.3
COCCNC(=S)N/N=C/c1ccc(C(C)(C)C)cc1	-0.2	0.3	0.2	6.8

An excerpt of these results, with values under each structure:
Order of values – FBW7 act, TEAD-YAP block, GPR151 activ, MITF inh
O=C(CSc1nnc(-c2ccccc2Cl)o1)c1ccccc1
    0.2, -59.5, 0.9, 11.9
COc1cc(C(=O)O/N=C2/C=CC(=O)C(C)=C2C)cc(OC)c1OC
    0.2, 1.5, 1.7, 11.6
CN(C)c1ccc(/C=C/C(=O)c2cccs2)cc1
    0.6, -48.2, 0.2, -39.9
CCOc1ccc(S(=O)(=O)Nc2cccc(CC)c2)c2cccnc12
    0.2, -4.8, -0.4, 3.6
C/C(=N\NC(=O)c1ccccc1O)c1cccc(NC(=O)c2ccccc2)c1
    -0.2, -33.2, -2.1, 13.8
O=C1O/C(=C\c2c[nH]c3ccccc23)c2ccccc21
    1.3, -11.3, -0.6, 8.6
O=C(NCc1ccccc1)/C(=C/c1ccco1)NC(=O)c1cccc(Br)c1
    -0.1, 8.5, 4.0, -5.3

2 of the compounds above, with two lines to a compound.
Order of values: FBW7 act, TEAD-YAP block, GPR151 activ, MITF inh
O=C(NCc1ccccc1)/C(=C/c1ccco1)NC(=O)c1cccc(Br)c1
  -0.1, 8.5, 4.0, -5.3
Cc1c(C(=O)c2ccc(Cl)cc2)oc2ccc(NC(=O)c3cccnc3)cc12
  0.1, -10.2, -2.3, 11.2

Later entries:
SMILES	FBW7 act	TEAD-YAP block	GPR151 activ	MITF inh
CCN1C(=O)/C(=C/c2c(OC)ccc3ccccc23)C(=O)NC1=S	-0.1	9.3	-1.4	23.5
CCc1nc2sccn2c(=O)c1C(=O)NCc1cccc(OC)c1	0.3	-6.4	-0.1	9.9
COc1ccc(-c2c3c(nc4c2c(=O)n(C)c(=O)n4C)-c2ccccc2C3O)cc1 (configuration not stated)	-0.1	5.2	0.9	15.4
O=C(NCCCn1ccnc1)c1cc2c(=O)n3ccccc3nc2s1	0.1	-18.9	-0.7	-16.0
O=[N+]([O-])c1c(N2CCCCCC2)ncnc1N1CCCCCC1	-0.1	3.4	1.8	20.8
COc1ccc(CNC(=O)N2CCN(Cc3nc(-c4ccco4)cs3)CC2)cc1OC	-0.1	54.0*	2.1	-0.3
COc1ccccc1C1=NC(=O)CS1	-0.1	2.2	1.0	2.3
O=C(Nc1c2cnn(-c3ccccc3)c2nc(=O)n1-c1ccccc1)c1cc(Cl)ccc1Cl	-0.2	2.5	-0.7	-1.8
COc1ccc(C(CC(=O)O)NC(=O)c2ccc(OC)c(Br)c2)cc1 (configuration not stated)	0.4	-1.2	-1.2	7.7
CCOC(=O)Cn1c(=O)oc2cc(S(=O)(=O)Nc3ccc(Cl)cc3)ccc21	0.1	4.1	0.3	-11.0
C=CC[C@@H]1C=C[C@H](O/N=C/[C@@H](NS(=O)(=O)c2ccc(C)cc2)[C@H](C)/C=C/CC(=O)OC)[C@@H](CO)O1	-0.1	/	-1.6	1.2
COc1ccc2c(=O)c(-c3ccccc3C)c(C(F)(F)F)oc2c1C	0.1	6.9	-0.2	-7.3
O=C(Nc1ccc(N2CCCS2(=O)=O)cc1)c1ccc(Br)o1	-0.1	-28.8	-2.6	-2.9
COc1cc(NC(=O)Cn2nc([N+](=O)[O-])c(Cl)c2C)c(OC)cc1Cl	1.0	14.3	-1.2	11.6
CCOC(=O)c1cccc(OCC(O)CNCCOc2ccccc2F)c1 (configuration not stated)	0.1	5.1	-0.3	35.7
O=[N+]([O-])c1ccc(N2CCN(C(c3ccccc3)c3ccccc3)CC2)cc1	0.0	2.4	-0.5	1.3
C/C(=N\NS(=O)(=O)c1ccc(C)cc1)c1ccc(Br)s1	-0.1	-10.1	-1.3	19.4
CCOC(=O)C1(CCSC)NC(c2ccc(Cl)cc2)C2C(=O)N(CC)C(=O)C21 (configuration not stated)	-0.1	2.2	0.1	9.6
COc1cc(C=Nc2cccc(C#N)c2)c([N+](=O)[O-])cc1OC	-0.1	-3.5	-0.7	14.7
CCCCCOC(=O)C1=C(C)NC2=C(C(=O)CCC2)C1c1ccccc1OCCC (configuration not stated)	0.0	-3.2	0.0	-1.6
Cc1ccccc1Cn1c([N+](=O)[O-])cnc1C	-0.3	-8.7	0.1	1.1
CCc1ccc(NC(=O)CSC2=C(C#N)C(c3cccs3)C(C(=O)Nc3ccccc3)=C(C)N2)cc1 (configuration not stated)	0.1	11.0	-0.5	57.0*
COc1ccc(/C=N/NC(=O)C(=O)Nc2cccc(Br)c2)cc1	0.1	-4.5	-1.0	-12.8
Nc1c(C(=O)Nc2ncccn2)sc2nc(-c3ccccc3)cc(C(F)(F)F)c12	1.4	-1.3	0.6	8.4
COc1ccc(CCNC(=O)c2sc3nc[nH]c(=O)c3c2C)cc1OC	0.6	-0.9	-0.1	9.0
O=C(O)c1cc(S(=O)(=O)N2CCCCC2)ccc1O	-0.1	0.7	1.6	9.5
CN(c1nc(-c2ccc(C(C)(C)C)cc2)nc2ccccc12)C1CCCCC1	0.1	8.8	0.1	-8.2
CCNC(=O)C(=O)NCCC1CCCCN1S(=O)(=O)c1cccs1 (configuration not stated)	-0.1	-5.5	-0.1	-8.4
COC(=O)N1c2ccccc2C=Cc2ccccc21	-0.2	-6.3	0.0	-9.9
Cc1c(NC(=O)COc2cccc(OCCC(C)C)c2)c(=O)n(-c2ccccc2)n1C	-0.1	20.0	0.9	3.9
COc1ccc2c(c1)OC(C)CN(CC(=O)N1CCC(C(=O)N3CCCC3)CC1)C2 (configuration not stated)	0.1	9.6	0.1	11.3
CSc1ccc(S(=O)(=O)N2CCCCC2)cc1	0.1	2.0	-0.6	7.8
OC(CNCCc1ccccc1)CN1c2ccccc2Sc2ccccc21 (configuration not stated)	-0.5	0.3	0.9	26.3
CCc1ccccc1NC(=O)C/C(C)=N\NC(=O)C(=O)Nc1cccc(Cl)c1C	-0.1	8.8	0.8	-3.2
COc1ccc2c(c1)c1c3n2CCNC3CCC1 (configuration not stated)	-0.3	-14.5	0.1	-1.6
CCCN(CCC)S(=O)(=O)c1ccc(F)c(C(=O)Nc2ccc(Cl)c(Cl)c2)c1	-0.1	-2.1	0.2	1.1
COc1ccc([N+](=O)[O-])cc1CSc1nc2ccc(NC(=O)CCc3ccccc3)cc2s1	0.0	-7.9	1.5	12.1
COc1ccccc1CNC(=O)c1ccc(N2CCCCC2)c([N+](=O)[O-])c1	-0.3	-5.8	0.2	-0.4
O=C1NC(=O)C(CC(=O)N(c2ccccc2)C2(C(=O)NC3CCCC3)CCCCC2)N1 (configuration not stated)	0.1	1.8	-0.6	-7.8
Fc1ccc(-c2nnc3n2CCCCC3)cc1	-0.1	5.7	-0.6	5.6
Cc1c(S(=O)(=O)Nc2ccc(F)cc2F)c(=O)n(C)c(=O)n1C	-0.2	5.3	-1.4	-1.2
CCCCN1C(C)=NC(C(F)(F)F)(C(F)(F)F)C2=C1CC(C)(C)CC2=O	-0.1	1.9	0.1	-2.6
CC(C)c1nnc(C2CCN(S(=O)(=O)c3cccnc3)CC2)o1	0.1	-1.6	-1.1	4.4
O=C(/C=C/c1ccccc1)N1CCCCC1	-0.1	-31.4	-2.3	-3.4
NCCCC[C@@H]1NC(=O)[C@H]2CN(Cc3cnn(-c4cccc(Cl)c4)c3)CCN2C1=O	0.6	2.5	-0.8	24.8
COc1ccccc1N1CCN(S(=O)(=O)c2cc(C(=O)Nc3ccc(C(C)C)cc3)ccc2F)CC1	0.0	5.1	-0.4	9.6
CC1=C(C(=O)N2CCCCC2)C(c2cc(C)cs2)NC(=O)N1 (configuration not stated)	0.0	0.1	-0.9	9.6
Cn1cnnc1SCC(=O)Nc1nc2ccc([N+](=O)[O-])cc2s1	0.1	-1.4	-0.8	17.3
CC(C)(C)C1=CC(Cl)=C(C(C)(C)C)C(=O)C1=O	-0.2	13.2	-0.3	4.5
COc1ccc(OC)c(CNc2ncc(-c3ccc4c(c3)OCO4)n2C)c1	-0.6	-11.6	-0.6	19.6
O=C(NC1CCCCCC1)c1ccc2c(c1)NC(=O)c1ccccc1N2	0.0	-8.6	-0.5	4.5
O=c1oc2ccc3ccccc3c2cc1-c1cn2ccccc2n1	0.0	-4.6	0.3	-3.2
Cc1cc(C)n(-c2cc(N3CCN(C(=O)c4ccco4)CC3)ccc2[N+](=O)[O-])n1	0.0	-8.2	0.5	2.8
OCCC1CN(Cc2cccn2-c2nccs2)CCN1CCCc1ccccc1 (configuration not stated)	0.0	0.0	2.0	-1.9
COC(=O)c1cc(NC(=O)c2ccc3c(c2)OCCO3)cc(C(=O)OC)c1	-0.2	-17.6	1.3	-0.8
CC(C)[C@H](NC(N)=O)C(=O)N1CCN(c2ccc([N+](=O)[O-])cc2)CC1	0.1	8.9	0.4	18.3
c1ccc(CNc2c3c(nc4ncnn24)CCCC3)nc1	0.1	11.3	-1.2	6.5
CCn1c(O)c(C2=c3cc([N+](=O)[O-])ccc3=NC2=O)sc1=S	0.0	7.9	-0.6	4.0
O=C(NCC1CCC2(CCN(C(=O)CSc3ccccn3)CC2)O1)C1CCCCC1 (configuration not stated)	0.1	6.3	-0.3	15.5
CCOc1ccccc1Cc1nc2cc(C)c(C)cc2[nH]c1=O	0.0	5.5	0.1	1.6
Following part
SMILES	FBW7 act	TEAD-YAP block	GPR151 activ	MITF inh
O=C(Cn1cnc2ccccc21)NCC1CCC2(CCN(C(=O)c3ccncc3)CC2)O1 (configuration not stated)	-0.2	-9.7	1.3	-18.6
COc1ccc(N(CC(=O)Nc2cc(C)on2)S(=O)(=O)c2cc(C)ccc2C)cc1	-0.1	-4.2	2.0	-7.8
COc1ccccc1CN1CCOc2ccc(CN3CCCCC3CO)cc2C1 (configuration not stated)	-0.1	-0.7	0.1	-17.7
O=C(Cc1ccccc1)Oc1ccc2ccccc2c1	0.0	-3.7	0.7	-13.0
CCC(C)c1ccc(OCC(=O)NNC(=O)CCc2ccccc2)cc1 (configuration not stated)	0.9	-3.5	-0.9	27.5
c1ccc2c(c1)c1ccccc1n2CC1CO1 (configuration not stated)	0.1	2.3	0.6	8.8
COc1cc2nc(NC(=O)c3ccccc3F)sc2cc1OC	0.3	-46.1	0.0	-13.0
CC(C)CCNC(=O)CSc1nc2ccccc2c(=O)n1CC1CCC(C(=O)NCc2ccco2)CC1 (configuration not stated)	0.2	-14.5	-1.4	1.3
Cc1ccc(SCCC(=O)Nc2cccnc2)cc1	0.0	4.1	0.9	21.2
CCNc1nc(OC)nc(Oc2ccc(=O)n(-c3ccccc3)n2)n1	-0.1	3.3	-0.4	0.2
Cc1ccc(N2C(=O)CN(Cc3sccc3C)C2=S)c(C)c1	0.2	-6.3	1.0	12.9
COc1ccc(Cl)cc1NC(=O)C1C2C=CC(O2)C1C(=O)O (configuration not stated)	0.1	-0.2	0.2	5.0
COC(=O)c1cc(C(=O)NCC2CCCCC2)cc([N+](=O)[O-])c1	-0.1	0.6	-0.6	-15.1
O=C(Nc1cccc(NC(=O)c2ccc(Cl)cc2Cl)c1)c1ccc(Cl)c([N+](=O)[O-])c1	0.1	13.5	-0.7	-0.6
O=C(N[C@H]1C[C@H]2C(=O)N[C@@H](COCc3ccccc3)C(=O)N2C1)c1ccc(-c2ccccc2)cc1	1.1	10.3	-1.1	10.1

Screening results: PubChem, The Scripps Research Institute Molecular Screening Center

Random draw from the library; overall some 3.4% were active at least once.
